STK33 kinase inh: inhibitors of purified STK33 kinase, primary screen, biochemical, ADP-Glo luminescence, homogeneous, cell-free. Serine/threonine-protein kinase 33 (Homo sapiens), Q9BYT3. MBP phosphorylation. inhibition, % at 10 µM. 320,000 tested, 0.073% active;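 active = inhibition at or above 25%, using the most active replicate where run in duplicate; inactive = inhibition below 25%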
Target sequence (Q9BYT3 whole entry, looked up): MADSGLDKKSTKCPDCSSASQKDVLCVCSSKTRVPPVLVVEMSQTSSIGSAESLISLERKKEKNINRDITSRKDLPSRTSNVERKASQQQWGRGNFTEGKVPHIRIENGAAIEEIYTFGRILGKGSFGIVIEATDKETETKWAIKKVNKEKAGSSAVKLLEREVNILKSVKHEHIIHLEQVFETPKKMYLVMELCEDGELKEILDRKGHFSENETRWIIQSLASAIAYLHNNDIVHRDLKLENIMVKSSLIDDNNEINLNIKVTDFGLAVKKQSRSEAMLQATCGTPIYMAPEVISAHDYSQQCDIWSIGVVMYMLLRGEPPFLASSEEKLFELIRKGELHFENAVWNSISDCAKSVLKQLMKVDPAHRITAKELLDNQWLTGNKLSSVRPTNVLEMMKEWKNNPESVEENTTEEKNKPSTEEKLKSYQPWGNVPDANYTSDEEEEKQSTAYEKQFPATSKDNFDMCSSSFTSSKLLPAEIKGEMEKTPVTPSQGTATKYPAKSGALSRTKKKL
CHT PAM: CHT positive allosteric modulators, primary screen, cell-based, membrane potential dye, choline EC20; 310,000 tested, 0.49% active; B-score at 10 µM; CHT-expressing cells; hits give high values; LV-AA mutant CHT in HEK293 cells; High affinity choline transporter 1 (Homo sapiens), Q9GZV3;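 active = initial fluorescence not abnormally high and integrated response B-score, plate-corrected, over 3 SD above library mean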
Target sequence (Q9GZV3 whole entry, looked up): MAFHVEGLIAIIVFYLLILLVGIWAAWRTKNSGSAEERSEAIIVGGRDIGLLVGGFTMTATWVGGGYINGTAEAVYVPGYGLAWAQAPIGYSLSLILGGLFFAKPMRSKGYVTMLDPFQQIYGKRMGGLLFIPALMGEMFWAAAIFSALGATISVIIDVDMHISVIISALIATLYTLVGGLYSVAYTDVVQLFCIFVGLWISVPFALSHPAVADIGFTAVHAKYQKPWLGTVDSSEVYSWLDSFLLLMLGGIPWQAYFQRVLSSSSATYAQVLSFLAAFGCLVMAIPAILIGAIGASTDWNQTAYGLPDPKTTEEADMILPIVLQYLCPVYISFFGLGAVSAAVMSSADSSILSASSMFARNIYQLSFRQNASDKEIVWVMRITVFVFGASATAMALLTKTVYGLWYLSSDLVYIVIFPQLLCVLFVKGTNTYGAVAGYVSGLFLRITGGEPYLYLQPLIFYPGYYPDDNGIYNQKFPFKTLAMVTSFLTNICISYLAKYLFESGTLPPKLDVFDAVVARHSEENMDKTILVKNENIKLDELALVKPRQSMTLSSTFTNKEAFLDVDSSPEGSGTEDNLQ
CHT inh: inhibitors of human choline transporter CHT. High affinity choline transporter 1 (Homo sapiens), Q9GZV3. CHT-expressing cells, membrane potential dye, choline response; hits give low values. B-score at 10 µM. 310,000 tested, 0.86% active. AID 488975, 2010;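 active = B-score over 3 SD under the library average, and starting fluorescence ratio not unusually high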;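 also: choline stimulus applied at its EC90 after an EC20 pre-addition; B-score computed on integrated fluorescence ratio after choline addition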
Numbers without * were called inactive; i = inactive; · = no result given. No enrichment for hits; any-hit rate near 1.5%.

SMILES	STK33 kinase inh	CHT PAM	CHT inh
Cc1nc(-c2ccccc2)sc1C(=O)CSc1ccc(Br)cc1	-2.4	i	i
Cc1ccc(CN2C(=O)CCC2C(=O)NCCN(CC(C)C)CC(C)C)cc1 (stereo not drawn)	0.2	i	i
Cc1cc(NC(=O)C2CCN(S(=O)(=O)c3c(C)noc3C)CC2)ccc1Br	1.7	i	i
Cc1nn(-c2ccccc2)c(C)c1C(=O)OC/C(O)=C(\C#N)c1nc2ccccc2[nH]1	-2.2	i	i
COc1cccc(N2CCN(S(=O)(=O)c3cn(C)cn3)CC2)c1	-2.7	i	i
COc1ccccc1CNC(=O)C1CC(=O)N(C2CCCC2)C1 (stereo not drawn)	-1.1	i	i
CCc1cccc(C)c1NC(=O)c1ccccc1	0.4	i	i
CCOCCn1c(=NC(=O)CSCC(=O)Nc2cc(C)on2)sc2cc(OC)ccc21	0.1	i	i
Cc1nnc(NN2CCOCC2)[nH]c1=O	-1.4	i	i
COc1cc2ncnc(NCCc3ccccc3)c2cc1OC	7.2	i	i
O=C(CSc1nnc(-c2ccccc2)c(-c2ccccc2)n1)NC1CCS(=O)(=O)C1 (stereo not drawn)	-1.2	i	i
Cc1cccc(Cn2cnc3c(NS(C)(=O)=O)c(C)c(C)cc32)c1	-2.9	i	i
O=C(CN1C(=O)c2ccccc2S1(=O)=O)c1ccc(F)c(F)c1	0.0	i	i
CCCCCSc1nc(O)cc(=O)[nH]1	-0.5	i	i
COc1ccc(C(O)Cn2ccsc2=NC(C)=O)cc1 (stereo not drawn)	-2.6	i	i
Cc1ccc(NC(=O)CN2CCCC2)cc1Br	0.1	i	i
N#Cc1nc(-c2cccs2)oc1NCc1ccccc1Cl	0.6	i	i
Nc1c(C(=O)Nc2ccc(Cl)c(Cl)c2)sc2nc(-c3cccnc3)ccc12	-0.3	i	i
COc1cccc(-n2c(SCC(=O)NC(C)(C)C)nnc2-c2ccoc2C)c1	-0.7	i	i
CCOc1ccc(NC(=O)CN(C)C(=O)c2ccc(N3CCCCC3)c([N+](=O)[O-])c2)cc1OCC	-2.0	i	i
CS(=O)(=O)c1ccccc1-c1nc(-c2cc(C(F)(F)F)cc(C(F)(F)F)c2)no1	-1.0	i	i
CCCCOc1cc(C)nc(NCc2ccccc2)n1	1.5	i	i
C[C@H](NC(CCc1ccccc1)C(=O)O)C(=O)N1CCC[C@H]1C(=O)O (stereo partly drawn)	-0.6	i	i
O=C(Cc1cccc(C(F)(F)F)c1)OCC(=O)N1CCN(S(=O)(=O)c2ccc(Cl)cc2)CC1	-1.2	i	i
O=C(COc1ccc(=O)n(-c2ccccc2)n1)Nc1ccccc1	-1.0	i	i
(more compounds)
SMILES	STK33 kinase inh	CHT PAM	CHT inh
COc1cc(NC(=O)NCC2CCN(Cc3ccccc3C)CC2)cc(OC)c1OC	-0.8	i	i
COC(=O)C1=C(C(=O)OC)[C@@H]2N(Cc3ccccc3)c3ccccc3[C@@]23C[C@@H](C(=O)OC)N(C(=O)CC(C)C)C3=N1	-1.0	i	i
COc1ccccc1C(=O)NCC(=O)NC(C)CCc1ccccc1 (stereo not drawn)	-0.1	i	i
Cc1ccc(N(C(=O)CNC(=O)c2ccco2)C(C(=O)NCC2CCCO2)c2ccccc2)cc1 (stereo not drawn)	0.3	i	i
Cc1ccccc1CC(=O)Nc1ccc(S(=O)(=O)N2CCN(C)CC2)cc1	0.6	i	i
Cc1cccc(C)c1N=C1NN=C(c2ccccc2F)CS1	-0.2	i	i
COc1ccccc1NC(=O)NC1(C(=O)N2CCN(C)CC2)CCCCC1	-0.8	i	i
C=C(C)c1cccc(C(C)(C)NC(=O)NCCN(CC)CC)c1	-1.4	i	i
O=C(O)c1cc(N/N=C/c2ccncc2)ccc1Cl	-1.9	i	i
COc1ccc(/C=C/C(=O)c2ccc(OC)cc2OC)c(OC)c1	-1.4	i	i
CCC(C)(C(=O)NC1CCCCC1)N(Cc1ccco1)C(=O)CNC(=O)c1ccccc1 (stereo not drawn)	0.4	i	i
Cc1ccc(NC(=O)C(=S)NCc2ccco2)cc1	0.0	i	i
CCOc1ccc(/C=N/NC(N)=S)cc1	-1.3	i	i
COc1ccccc1CN1C(=O)[C@@H]2C(CCC(N)=O)NC3(C(=O)Nc4c3ccc(Cl)c4C)[C@@H]2C1=O (stereo partly drawn)	1.6	i	-6.1*
CCn1c(=O)c2c(nc(SCC(=O)N3CCCC(C)C3)n2C)n(C)c1=O (stereo not drawn)	-1.7	i	i
O=C(CSc1ccc([N+](=O)[O-])cc1)NCC1CCCCC1	-1.9	i	i
COc1ccc(C(=O)C2CCCN(C(=O)c3cccnc3SC)C2)c(C)c1 (stereo not drawn)	-1.7	i	i
COc1cccc(C2C3=C(N=c4s/c(=C\c5ccccc5O)c(=O)n42)c2ccccc2CC3)c1OC (stereo not drawn)	-0.3	i	i
O=C(CCS(=O)(=O)c1cccc2nsnc12)NCc1ccccc1Cl	-0.5	i	i
OC12CC3C[C@H](C1)C(N1CCOCC1)[C@@H](C3)C2 (stereo partly drawn)	-1.8	i	i
O=C(Nc1ccc2c(c1)OCCO2)C1CCCN1C(=O)Nc1ccc(F)cc1 (stereo not drawn)	-0.6	i	i
CCN(Cc1cnn(C)c1)Cc1nc(C2(c3ccc(C)cc3)CCCC2)no1	-0.9	i	i
CC(C)(C)c1cc(NC(=O)COc2ccc(Br)cc2)n(-c2ccccc2)n1	-2.7	i	i
COC(=O)c1nc2nc(C)cc(C(F)(F)F)n2n1	-1.2	i	i
Cc1cc(C(=O)NNC(=O)C2CCCC2)c(C)o1	-1.5	i	i

Retrieved by structure from the entries so far (2):
SMILES	STK33 kinase inh	CHT PAM	CHT inh
O=C(Cc1cccc(C(F)(F)F)c1)OCC(=O)N1CCN(S(=O)(=O)c2ccc(Cl)cc2)CC1	-1.2	i	i
CCOc1ccc(/C=N/NC(N)=S)cc1	-1.3	i	i

Quoted from the entries so far, 2 compounds:
SMILES	STK33 kinase inh	CHT PAM	CHT inh
COc1ccccc1CN1C(=O)[C@@H]2C(CCC(N)=O)NC3(C(=O)Nc4c3ccc(Cl)c4C)[C@@H]2C1=O (stereo partly drawn)	1.6	i	-6.1*
CCn1c(=O)c2c(nc(SCC(=O)N3CCCC(C)C3)n2C)n(C)c1=O (stereo not drawn)	-1.7	i	i

Other records follow:
SMILES	STK33 kinase inh	CHT PAM	CHT inh
Clc1ccc(-c2cc(CSc3cccc(Cl)c3)on2)cc1	-0.7	i	i
CN(C)CCNC(=O)/C=N/O	0.8	i	i
CCCCOC(=O)C1=C(C)NC(=O)NC1c1ccc(N(C)C)cc1 (stereo not drawn)	-0.1	i	i
CCOc1ccc2nc(N3CCC(C(=O)N4CCN(C5CCCCC5)CC4)CC3)sc2c1	-0.6	i	i
CC(NCc1cc(Br)ccc1OCC(=O)NCc1ccccc1)c1ccccc1 (stereo not drawn)	0.6	i	i
Cc1nc(-c2cn[nH]c2-c2ccc(O)cc2O)cs1	1.1	i	i
Cc1csc(NC(=O)c2sc3nc(-c4cccs4)ccc3c2N)n1	-1.7	i	i
COc1ccc(N2CCN(C(=O)COC(=O)CCOc3ccc(C(C)(C)C)cc3)CC2)cc1	-0.1	i	i
Cc1cc(C)c(S(=O)(=O)Nc2ccc(O)cc2)c(C)c1	1.2	i	i
COc1ccc(C(=O)Nc2cccnc2)cc1C(=O)Nc1cccnc1	12	i	i
Cc1ccc(C)c(S(=O)(=O)Nc2ccc(C(=O)NCCCN3CCCC3=O)cc2)c1	-0.5	i	i
CCOc1ccc(N(CC(=O)NCC(C)C)S(C)(=O)=O)cc1	0.0	i	i
N#C/C(=C\c1c(F)cccc1Cl)C(=O)NC1CC1	0.6	i	i
CCOC(=O)N1CCN(C(=O)/C=C/c2ccc([N+](=O)[O-])cc2)CC1	0.7	i	i
Cc1ccccc1C(=O)N1CCN(c2ccc([N+](=O)[O-])c(N3CCOCC3)c2)CC1	0.3	i	i
CN(c1cccc(NC(=O)COc2ccc(Cl)cc2Cl)c1)S(C)(=O)=O	-1.0	i	i
O=C(N/N=C/c1ccc([N+](=O)[O-])o1)c1cn2ccc3ccccc3c2n1	0.4	i	i
CC(Oc1ccccc1)C(=O)Nc1nnc(S(=O)(=O)N2CCCCC2)s1 (stereo not drawn)	-0.6	i	i
CC(C)N(C(=O)Nc1ccc2nsnc2c1)C(C)C	0.7	i	i
O=C(CN(Cc1ccc(F)cc1)C(=O)c1ccco1)NCc1ccc(F)cc1	0.1	i	i
O=[N+]([O-])c1ccc(-c2csc3[n+]2CCS3)cc1	-1.1	8.9*	i
CCc1cc2cc3c(cc2nc1SCC(=O)Nc1cc(C)on1)OCO3	-1.0	i	i
CCC(C)N1C(=O)CCC1C(=O)N1CCN(c2ccccc2F)CC1 (stereo not drawn)	-0.2	i	i
O=C(O)CNC(=O)CC1S/C(=N/N=C/c2ccccc2O)NC1=O (stereo not drawn)	-1.0	i	i
CC(C)c1ccc(NC(=O)CSc2nc(=O)n(CCCN3CCOCC3)c3c2CCC3)cc1	-0.3	i	-4.9*
The list goes on.
SMILES	STK33 kinase inh	CHT PAM	CHT inh
Cc1ccccc1C(=O)c1cccn1CC(=O)NCCCN1CCCCC1	0.2	i	i
CC1CCN(CCCCOc2ccc(C(=O)c3ccccc3)cc2)CC1	-2.7	i	i
CC1CC(C)CN(C(=O)c2ccncc2)C1 (stereo not drawn)	-0.9	i	i
O=C(O)c1cccnc1SCc1cn2cc(Cl)ccc2n1	-1.3	i	i
CN(C)C=Nc1c(C(=O)c2ccccc2)sc2nccc(N(C)C)c12	-0.1	i	i
Cc1cc(C(=O)Nc2ccc(F)cc2C)n(-c2ccccc2)n1	1.2	i	i
COc1ccc(N=C/C=C2\C=C(c3ccccc3)OC(C)(C)O2)cc1	-4.1	i	i
CCOC(=O)c1c(NC(C)=O)sc2c(O)cccc12	0.8	i	i
CC(C)(C)c1ccc(-c2n[nH]c(=S)n2Cc2ccccc2)cc1	0.6	i	i
CCOC(=O)c1nn(-c2ccccc2)c2nnc(Cc3ccccc3)c(=O)n12	-0.5	i	i
Cc1cc(NS(=O)(=O)c2ccc(NC(=O)c3ccc([N+](=O)[O-])c(Cl)c3)cc2)no1	0.2	i	i
COC(=O)C1=CN(c2cc(C)cc(C)c2)C=C(C(=O)OC)C1c1ccc(OC)c(O)c1	-0.2	i	i
O=C(c1ccc(F)cc1)N1CCN(c2ccc([N+](=O)[O-])c(N3CCCCC3)c2)CC1	-0.9	i	i
COc1ccc(N2C(=O)CSC2c2ccc3c(c2)OCO3)c(OC)c1 (stereo not drawn)	0.5	i	i
Cc1ccc(N2C(=O)CC(C)CC2=O)cc1	-1.0	i	i
CCOc1ccc2nc(NC(=O)CSc3cn[nH]n3)sc2c1	2.5	i	i
COc1cc(/C=N/N=C2/C(=O)Nc3ccccc32)cc(OC)c1O	16	i	i
COc1ccc(NC(=O)CC2C(=O)N(C)C(=S)N2Cc2ccncc2)cc1 (stereo not drawn)	-1.1	i	i
Cc1cccc(NC(=O)c2ccc(CN3CCN(Cc4ccccc4)CC3)cc2)c1	·	i	i
Cc1oc(-c2cccs2)nc1CN1CCC(c2ccccc2)CC1	-0.1	i	i
COc1ccccc1Nc1ncnc2c1c(C)c(C)n2CCCN(C)C	-0.4	i	i
O=C(Oc1cccc2c(=O)[nH]ccc12)c1ccccc1	1.0	i	i
CCOc1ccc(NC(=O)CN(C)C(=O)c2cc(S(=O)(=O)N3CCCCC3)ccc2Cl)cc1OCC	0.5	i	i
O=S(=O)(c1ccc(NC(=S)N/N=C/c2cccc(Oc3ccccc3)c2)cc1)N1CCOCC1	-1.6	i	i
COc1ccccc1CNC(=O)COC(=O)/C=C/c1cccs1	-1.6	i	i
Further compounds:
SMILES	STK33 kinase inh	CHT PAM	CHT inh
CN(C)CC(O)COc1cccc(OCC(O)CN(C)C)c1 (stereo not drawn)	-0.9	i	i
COc1cc(-c2noc(C)c2C#CC2(N)CCCCC2)cc(OC)c1OC	-0.4	i	i
CCCCC(=O)Nc1cc(OCC)c(NC(=O)c2ccccc2[N+](=O)[O-])cc1OCC	-0.3	i	i
CCCCN(C(=O)CN1C(=O)C2CCCCC2C1=O)c1c(N)n(CCC)c(=O)[nH]c1=O (stereo not drawn)	0.1	i	i
O=C(Cc1ccccc1)N1CCC(c2nc3ccccc3[nH]2)CC1	0.3	i	i
O=C1c2ccccc2C(=O)N1CCCCN(C(=O)c1ccc([N+](=O)[O-])cc1)c1ccc(Cl)cc1	-0.8	i	i
COc1ccc(/C=C/C(=O)Nc2ccc(-n3nncc3-c3ccccc3)cc2)cc1OC	-0.5	i	i
Cc1ccc(NC(=O)c2ccc(C(=O)c3ccccc3)cc2)nc1	1.3	i	i
c1cc2c(cc1C1=Nn3c(nnc3C3CCCCC3)SC1)OCO2	-1.2	i	i
CCOC(=O)C1=C(N)Oc2cc(O)ccc2C1c1ccc(C)cc1 (stereo not drawn)	1.0	i	i

7 compounds out of the list, ordered by molecular weight, largest number first.
SMILES	STK33 kinase inh	CHT PAM	CHT inh
CCCCC(=O)Nc1cc(OCC)c(NC(=O)c2ccccc2[N+](=O)[O-])cc1OCC	-0.3	i	i
COc1ccc(/C=C/C(=O)Nc2ccc(-n3nncc3-c3ccccc3)cc2)cc1OC	-0.5	i	i
COc1cc(-c2noc(C)c2C#CC2(N)CCCCC2)cc(OC)c1OC	-0.4	i	i
c1cc2c(cc1C1=Nn3c(nnc3C3CCCCC3)SC1)OCO2	-1.2	i	i
CCOC(=O)C1=C(N)Oc2cc(O)ccc2C1c1ccc(C)cc1 (stereo not drawn)	1.0	i	i
O=C(Cc1ccccc1)N1CCC(c2nc3ccccc3[nH]2)CC1	0.3	i	i
Cc1ccc(NC(=O)c2ccc(C(=O)c3ccccc3)cc2)nc1	1.3	i	i

Compound activity: PubChem BioAssay, several laboratories
